# High-throughput results from PubChem.
# EPAC1 antagonist: qHTS for Antagonist of cAMP-regulated guanine nucleotide exchange factor 3 (EPAC1): primary screen. Rap guanine nucleotide exchange factor 3 (Homo sapiens), O95398. EPAC1 GEF assay, Rap1b-BODIPY-GDP exchange fluorescence. Potency, µM (series often up to 115 µM), for inactives: top-dose activity change, negative = inhibition, hits mostly inhibitors. AID 720709, 2013. 360,000 tested, 0.14% active;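 further: potency means the concentration at half of the fitted maximal effect; plate controls were vehicle for no effect and positive control for full effect; nearly all actives have a fitted effect of over 50% in size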
# CCT chaperon mod: High-Throughput Screening for Modulators of Cytosolic Chaperonin Activity; 360,000 tested, 0.3% active; purified chaperonin ATPase assay, HTRF ADP detection, 30 min; activity change, % (test concentration not listed), hits read low; in the data active means activity change below about -30%; further: on the % scale 0 is the no-effect control and ±100 the full control effect
#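 TRiC at 40 or 20 nM final (batch-dependent) in 30 mM Tris pH 7.4, 100 mM KCl, 5 mM MgCl2, 1 mM DTT, with compound at single 76 uM and 10 uM ATP, 30 min at 37 deg C. ADP detected by HTRF Transcreener, 665/615 ratio.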
# WRN inhibitor: qHTS for Inhibitors of WRN Helicase | 360,000 tested, 0.46% active | Potency, µM (series often up to 114 µM), without a hit: at the highest dose activity change, negative = inhibition, actives largely listed as inhibitors | AID 651768, 2012 | WRN helicase unwinding, fluorescent forked duplex, kinetic; further: potency means the concentration at half of the fitted maximal effect; on the % scale 0 is the no-effect control and ±100 the full control effect; nearly all actives have a fitted effect of over 55% in size
#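 Fluorescence dequenching readout, ex 525 nm/em 598 nm, kinetic mode: forked duplex DNA (100 nM final) with adjacent fluorophore and quencher unwound by WRN (20 nM final) with 2 mM ATP. Compound preincubation 15 min, room temperature.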
# PI5P4K alpha inh: qHTS for Inhibitors of phosphatidylinositol 5-phosphate 4-kinase (PI5P4K); PI5P4Kalpha enzyme, ADP-Glo luminescence, 60 min; stronger effect = lower value; 330,000 tested, 1.2% active; AID 652105, 2013; max response, %; active means max response of -50% or lower; inconclusive means between -30% and -50%; inactive means -30% or higher; further: value at the top dose of about 77 µM; on the % scale 0 is the no-effect control and ±100 the full control effect
# Target sequence (P48426 whole entry, looked up): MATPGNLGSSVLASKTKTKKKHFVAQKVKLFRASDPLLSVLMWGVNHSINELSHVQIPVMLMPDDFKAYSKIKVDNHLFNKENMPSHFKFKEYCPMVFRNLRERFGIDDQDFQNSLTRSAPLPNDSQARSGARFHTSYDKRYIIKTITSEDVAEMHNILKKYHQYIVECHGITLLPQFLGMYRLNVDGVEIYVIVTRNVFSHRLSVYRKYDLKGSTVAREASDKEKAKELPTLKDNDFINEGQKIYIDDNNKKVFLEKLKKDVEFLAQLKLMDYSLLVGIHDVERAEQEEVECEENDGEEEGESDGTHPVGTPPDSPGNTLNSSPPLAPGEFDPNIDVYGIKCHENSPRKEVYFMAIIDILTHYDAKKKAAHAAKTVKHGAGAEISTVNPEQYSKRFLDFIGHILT
#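 PI5P4Kalpha ADP-Glo assay; 5 microM ATP final; 60 min RT reaction; HEPES pH 7.4/EGTA/CHAPS, 5% DMSO; controls lacking substrate or enzyme; luminescent end-point.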
# PLK1 PBD block: qHTS for Inhibitors of PLK1-PDB (polo-like kinase 1 - polo-box domain): Primary Screen | Serine/threonine-protein kinase PLK1 (Homo sapiens), P53350 | Plk1 PBD binding of FITC phosphopeptide, fluorescence polarization | AID 720504, 2013 | Potency, µM, inactives show max response, negative = inhibition, most hits filed as inhibitors | 360,000 tested, 2.8% active; further: potency means the concentration at half of the fitted maximal effect; series mostly up to about 57 µM; on the % scale 0 is the no-effect control and ±100 the full control effect; nearly all actives have a fitted effect of over 65% in size
# Target sequence (P53350 whole entry, looked up, the tested form may be a part): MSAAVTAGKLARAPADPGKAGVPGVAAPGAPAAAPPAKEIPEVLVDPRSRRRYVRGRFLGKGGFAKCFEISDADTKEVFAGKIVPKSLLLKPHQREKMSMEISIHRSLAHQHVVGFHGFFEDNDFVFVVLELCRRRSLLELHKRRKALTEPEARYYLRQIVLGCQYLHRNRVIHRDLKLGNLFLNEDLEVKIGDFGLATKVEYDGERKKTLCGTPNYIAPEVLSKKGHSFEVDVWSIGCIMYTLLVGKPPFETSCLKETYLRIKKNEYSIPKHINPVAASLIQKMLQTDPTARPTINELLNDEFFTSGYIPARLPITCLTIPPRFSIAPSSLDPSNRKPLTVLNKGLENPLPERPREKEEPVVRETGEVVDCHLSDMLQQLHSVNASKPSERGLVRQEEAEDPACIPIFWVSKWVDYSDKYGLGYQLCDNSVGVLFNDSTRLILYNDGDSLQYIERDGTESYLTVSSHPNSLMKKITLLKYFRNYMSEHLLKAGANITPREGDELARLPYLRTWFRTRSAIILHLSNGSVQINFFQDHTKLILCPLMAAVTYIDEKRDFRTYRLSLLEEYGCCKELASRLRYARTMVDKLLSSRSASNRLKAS
# IL-2 act: qHTS of IL-2 Activators; IL-2 activation reporter assay, cell-based qHTS; stimulated with anti-CD3/CD4/CD28 beads; in transgenic mouse T cells; 360,000 tested, 0.065% active; activation, % (series mostly up to about 46 µM); in the data active means activation above about 50%; inconclusive means mostly about 30% to 49%; further: 0% is about no effect
#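 First, unstimulated transgenic mouse T cells were exposed to compound for 60 min. Next, anti-CD3/anti-CD4-coated beads with anti-CD28 were added. Finally, after 18 h at 37 degrees C, EGFP and DsRed were imaged.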
# EPAC2 agonist: qHTS for Agonist of cAMP-regulated guanine nucleotide exchange factor 4 (EPAC2): primary screen. Rap guanine nucleotide exchange factor 4 (Homo sapiens), Q8WZA2. EPAC2 activation, biochemical qHTS; response scale: 100% = 6.5 mM cAMP response. Potency, µM (top dose mostly 154 µM), for inactives: at the top dose activation, most hits filed as activators. 360,000 tested, 0.079% active. AID 720711, 2013; further: potency means the concentration at half of the fitted maximal effect; nearly all actives have a fitted effect of over 50% in size
#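 Each well held 100 nM EPAC2, 250 nM RAP1B-BODIPY-GDP and 50 uM GDP. Fluorescence, read at 5-min intervals to 30 min, was referenced to a 6.5 mM cAMP positive control.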
# EPAC1 agonist: qHTS for Agonist of cAMP-regulated guanine nucleotide exchange factor 3 (EPAC1): primary screen | Rap guanine nucleotide exchange factor 3 (Homo sapiens), O95398 | EPAC1 agonist qHTS, biochemical assay; response scale: 100% = response to 6.5 mM cAMP | Potency, µM (titrated, usually from 154 µM), inactives show at the top dose activation, hits mostly activators | 360,000 tested, 0.073% active; further: potency means the concentration at half of the fitted maximal effect; nearly all actives have a fitted effect of over 60% in size
#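 Fluorescent GDP-exchange assay: 100 nM EPAC1 with 250 nM Rap1B preloaded with BODIPY-GDP and 50 uM GDP; compounds tested as concentration series, 5 min at room temperature, then read every 5 min for 30 min (ex 480/em 540 nm); normalized to 6.5 mM cAMP.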
# Numbers without * were called inactive; ? = inconclusive; / = no result given; [ ] = dose if it differs, or a comment. Unless noted, the call rests on the fitted dose curve; in most records, active means well fitted curve in the direction sought with a large enough effect; inconclusive means small, poorly fitted or top-dose-only effect, or another doubt; inactive means no such curve, though single readings can be large; an effect the other way counts as inactive or inconclusive. An excerpt, so the mix of outcomes need not match the whole.
SMILES,EPAC1 antagonist,CCT chaperon mod,WRN inhibitor,PI5P4K alpha inh,PLK1 PBD block,IL-2 act,EPAC2 agonist,EPAC1 agonist
CC(=O)N1CCc2cc(S(=O)(=O)NCCC(=O)NCCc3ccc(Cl)cc3)ccc21,4%,-1.2,-1%,-4,-19%,-2.7,4%,12%
Cc1cc(C(=O)CN2CC(C)OC(C)C2)c(C)n1-c1ccccc1 (stereo not given),1%,-0.9,-3%,-5,-3%,1.0,16%,6%
CCOC(=O)C1C(=O)NC(SCC(N)=O)=C(C#N)C1c1ccccc1OCC (stereo not given),-1%,-1.1,-21%,-7,-24%,10,8%,13%
CCC(=O)N1CCC1(C)C(=O)Nc1ccc2c(c1)CCN2C(C)=O (stereo not given),-5%,0.1,3%,1,-14%,0.0,9%,4%
O=C(O/N=C1\CCCCC1c1ccc([N+](=O)[O-])cc1[N+](=O)[O-])c1c(F)cccc1F (stereo not given),8%,0.0,-7%,-13,?,-0.9,6%,3%
CCCNC(=O)CN(C)CC(=O)Nc1ccccc1C#N,-10%,-0.2,7%,1,-19%,1.2,0%,-4%
CC(OC(=O)c1ccc2c(=O)n3c(nc2c1)CCC3)C(N)=O (stereo not given),3%,2.0,-5%,-9,21µM*,-0.6,-6%,5%
c1ccc(-n2c(SCC3CCCCO3)nnc2-c2cccs2)cc1 (stereo not given),-3%,0.2,28%,/,-7%,1.9,15%,24%
CCOC(=O)c1ccc(N=c2sc(C(=O)OC)cc(=O)n2-c2ccc(C(=O)OCC)cc2)cc1,-9%,-0.7,-6%,3,-7%,-4.6,-1%,-16%
O=C(CS(=O)CC(=O)N(CC(=O)NC1CCCC1)c1ccccc1F)Nc1ccc(F)cc1 (stereo not given),-12%,1.7,-3%,5,-6%,-1.1,8%,10%
CC(C)C1N(S(=O)(=O)c2ccccc2)CCN1S(=O)(=O)c1ccccc1,-8%,-1.3,-6%,/,1%,3.2,11%,11%
COc1cc(C)nc(N2CCCC(C(=O)Nc3cc(Cl)ccc3OC)C2)n1 (stereo not given),2%,-1.0,-9%,20,-13%,-0.3,-20%,12%
COc1ccc(CCC(=O)OCC(=O)Nc2c(C)n(C)n(-c3ccccc3)c2=O)cc1,-5%,-5.6,-3%,1,2%,0.6,-4%,5%
Cc1ccnc(NC2OC(=O)c3ccccc32)c1 (stereo not given),8%,-2.6,11%,-3,-5%,-0.4,-16%,-1%
Nc1ccn([C@@H]2O[C@H](C(=O)Nc3ccc(C(=O)N4CCCCC4)cc3)[C@@H](O)[C@H]2O)c(=O)n1,9%,-0.1,1%,4,-6%,2.5,9%,2%
Cc1cccc2cc(COC(=O)COc3ccccc3)c(=O)[nH]c12,-21%,-2.2,-5%,1,-7%,0.4,1%,0%
Clc1ccccc1OCCNc1nc(NCC2CC2)nc2ccsc12,9%,1.0,5%,-22,-2%,-0.2,15%,3%
COc1cc(Cl)cc(C(c2c(C(=O)O)[nH]c3ccccc23)c2c(C(=O)O)[nH]c3ccccc23)c1O,-22%,-3.1,-8%[11.6 µM],-5,24µM*,0.1,2%,-1%
COC(=O)C1=CN(CCCN2CCCC2=O)C=C(C(=O)OC)C1c1cccs1,1%,0.2,0%,/,2%,-1.5,6%,1%
CCCCN(C(=O)COC(=O)COc1c(C)cc(C)cc1C)c1c(N)n(CCC)c(=O)[nH]c1=O,-14%,0.1,-2%,-2,-1%,-2.4,-10%,-4%
CN(C)/C=C(\C#N)C(=O)N/N=C/c1ccc(Cl)cc1,-4%,0.3,-14%,-5,1%,-0.7,3%,4%
CC1=C(C(=O)N(C)C)CC(CC(=O)NCc2cccc3ccccc23)C(=O)N1CCCN1CCCC1=O (stereo not given),10%,1.5,-11%,12,-4%,2.5,12%,12%
COC(=O)C1C(=O)C2=C(CC1C)NC(C)=C(C(=O)OC(C)C)C2c1ccc(C)o1 (stereo not given),-2%,0.5,3%,/,-4%,2.1,0%,-1%
CC(C)CN(C(=O)Cn1c(C(F)(F)F)nc2ccccc21)C1CCS(=O)(=O)C1 (stereo not given),19%,-2.7,15%,-1,-11%,-0.4,-10%,4%
CCN1CCN(c2ccc(S(=O)(=O)N3CCOCC3)cc2NC(=O)CC(NC(C)=O)c2ccccc2)CC1 (stereo not given),-24%,-0.5,5%,3,-12%,-0.4,5%,4%
COc1ccc(COc2cc(-c3cccc(OC)c3)nc3ccc(NC(C)=O)cc23)cc1,-27%,-0.9,-20%,7,-14%,-0.4,6%,-3%
Cc1cccc(Cn2c(Cc3ccccc3)nc3ccccc32)c1,-10%,-0.7,-4%,0,-7%,-0.2,7%,-1%
Cc1ccc(C2(C(F)(F)F)NC(=O)N3C(=C2C#N)Nc2ccccc23)cc1 (stereo not given),11%,0.0,8%,/,-6%,-0.7,-3%,4%
Nc1c(C(=O)O)cnn1-c1ccc([N+](=O)[O-])cc1,4%,-0.8,2%,-2,-5%,-1.9,-3%,8%
COc1ccc([C@@H]2C[C@H]3[C@@H](CN2S(=O)(=O)c2ccccc2)C(=O)C[C@@H](c2ccccc2F)N3S(=O)(=O)c2ccc(C)cc2)cc1,4%,-2.1,0%,-7,-11%,-3.8,13%,-14%

# Sorted by value in PLK1 PBD block (ascending): 5 of the compounds above.
mol	PLK1 PBD block
CCN1CCN(c2ccc(S(=O)(=O)N3CCOCC3)cc2NC(=O)CC(NC(C)=O)c2ccccc2)CC1 (stereo not given)	-12%
CC(C)CN(C(=O)Cn1c(C(F)(F)F)nc2ccccc21)C1CCS(=O)(=O)C1 (stereo not given)	-11%
Cc1cccc(Cn2c(Cc3ccccc3)nc3ccccc32)c1	-7%
Cc1cc(C(=O)CN2CC(C)OC(C)C2)c(C)n1-c1ccccc1 (stereo not given)	-3%
COC(=O)C1=CN(CCCN2CCCC2=O)C=C(C(=O)OC)C1c1cccs1	2%

# Carrying on.
SMILES,EPAC1 antagonist,CCT chaperon mod,WRN inhibitor,PI5P4K alpha inh,PLK1 PBD block,IL-2 act,EPAC2 agonist,EPAC1 agonist
O=C(CCCSc1nc2ccccc2[nH]1)NCc1ccccc1,11%,-2.6,8%,-2,-3%,-2.5,6%,-6%
COc1cc(NC(=O)CCN2CCN(Cc3ccccc3)CC2)cc(OC)c1,4%,-1.0,8%,3,0%,1.8,1%,5%
Cc1ccc(S(=O)(=O)NCC(=O)N(CC(=O)NCC2CCCO2)Cc2ccccc2)cc1 (stereo not given),-3%,4.2,-1%,-6,-4%,-0.3,-5%,12%
O=C(c1ccc(Cn2cc(Cl)cn2)o1)N1CCN(Cc2ccc3c(c2)OCO3)CC1,-16%,0.1,-30%,0,-5%,0.6,10%,4%
CCCCCC(=O)N1C[C@@H](n2cc(-c3ccc(F)cc3)nn2)[C@H](O)C[C@@H]1c1ccc(C)cc1,-29%,-1.7,-10%,13,-4%,-3.7,-2%,-15%
CN(/C(=N/S(=O)(=O)c1cccs1)c1ccccc1)c1ccc(O)cc1,9%,-1.7,-3%,-1,5%,0.1,-3%,8%
Cc1ccc(C(=O)NNC(=O)CCC(=O)Nc2cc(C)on2)cc1,-10%,-2.2,3%,-2,-1%,0.0,3%,-10%
CCCCCCOc1ccc(C(=O)n2cnc(N)n2)cc1,0%,3.2,-10%,/,2%,0.1,2%,10%
Cc1ccc(/C(N)=N/OC(=O)CCC2CCCCC2)cc1,-4%,-1.3,-5%,/,0%,-0.2,-4%,6%
Cc1ccc(S(=O)(=O)N2CCOCC2)cc1NC(=O)COC(=O)Cc1ccsc1,-7%,0.3,3%,0,-10%,0.7,9%,4%
CCOC(=O)c1cccc(NC(=O)/C=C/c2ccc([N+](=O)[O-])cc2)c1,4%,1.1,-6%,12,-5%,2.1,-10%,-3%
CCCCn1c(N)c(N(CCC(C)C)C(=O)C2=COCCO2)c(=O)[nH]c1=O,-6%,-0.4,-9%,-7,-7%,-1.1,-1%,3%
NS(=O)(=O)c1ccc(CCNC(=O)c2ccc(=O)[nH]c2)cc1,6%,-1.9,-31%,1,-7%,-0.3,4%,9%
O=C(NCC(=O)N1CCN(S(=O)(=O)c2cccs2)CC1)c1ccc(Cl)cc1,-5%,0.5,1%,3,-9%,-0.9,12%,10%
COc1ccccc1NC(=O)c1ccc(NC(=O)CN2C(=O)CN(C)C2=O)cc1,-17%,0.3,0%,0,-9%,18,3%,4%
CCOc1nc(C)cc(C)c1S(=O)(=O)c1ccc(Cl)cc1,-3%,-0.4,0%,4,-8%,-2.4,11%,6%
CC1(C)CC(NC(=O)c2ccncc2)CC(C)(C)N1O,-1%,0.2,-7%,1,-1%,4.6,8%,7%
Cc1occc1C(=O)N1CCN(Cc2ccccc2)CC1,14%,-1.9,-5%,/,-9%,-0.9,9%,7%
COc1ccc(CNC(=O)COC(=O)CN2C(=O)C3CC=CCC3C2=O)cc1 (stereo not given),?,-0.6,-5%,4,-2%,0.0,9%,8%
COc1ccc(NC(=O)CNC(=O)c2ccc([N+](=O)[O-])cc2)cc1,4%,1.6,5%,5,3%,-1.5,-5%,0%
CCCOC(=O)Oc1ccc2c(=O)c(Oc3cc(C)cc(C)c3)coc2c1,-10%,0.8,-4%,4,3%,0.4,6%,5%
CC1CC(C)(C)N(C(=O)CN2C(=O)CCC2=O)c2ccccc21 (stereo not given),12%,-0.8,7%,3,-16%,-1.8,18%,12%
COc1ccc(-n2c(C)cc(-c3cn4cccc(C)c4n3)c2C)cc1,-10%,-0.4,0%,-3,-5%,-0.2,6%,5%
CCOc1ccc(NC(=S)NN2CCN(C)CC2)cc1,-3%,0.3,5%[57.1 µM],-4,0%,0.4,-2%,-4%

# Some values from the list.
# Value for COc1cc(C)nc(N2CCCC(C(=O)Nc3cc(Cl)ccc3OC)C2)n1 (stereo not given) under PI5P4K alpha inh: 20
# Value for CCCNC(=O)CN(C)CC(=O)Nc1ccccc1C#N under PLK1 PBD block: -19%
